aGal spleen mod: alpha-galactosidase A (human) modulation; P06280; hit rate 0.008% among 240,000; Potency, µM (doses to about 80 µM), for the others: at the top dose activity change, negative = inhibition, most hits filed as inhibitors; human spleen homogenate, 4MU-alpha-Gal fluorescence, 40 min;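 also: potency is read from the fitted curve at half-maximal effect; 0% = enzyme with vehicle and -100% = no enzyme basal signal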
Target sequence (P06280 32-429 limits assumed): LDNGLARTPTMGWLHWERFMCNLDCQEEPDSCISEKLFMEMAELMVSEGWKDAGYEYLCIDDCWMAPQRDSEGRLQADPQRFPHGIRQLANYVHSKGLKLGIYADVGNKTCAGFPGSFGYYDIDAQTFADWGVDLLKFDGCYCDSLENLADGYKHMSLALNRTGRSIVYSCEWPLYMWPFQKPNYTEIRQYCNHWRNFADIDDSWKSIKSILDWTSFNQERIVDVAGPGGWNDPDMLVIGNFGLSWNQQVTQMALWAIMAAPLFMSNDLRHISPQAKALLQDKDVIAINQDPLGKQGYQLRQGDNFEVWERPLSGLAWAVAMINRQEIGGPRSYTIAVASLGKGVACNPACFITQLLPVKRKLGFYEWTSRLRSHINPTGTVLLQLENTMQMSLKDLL
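Inhibition or activation of alpha-galactosidase in human spleen homogenate is scored by 4-MU fluorescence after 40 min at 37C, pH 5.0, with 1 mM substrate. AC50s come from concentration-response fitted to the Hill equation.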
IMPase Li cell: membrane-permeable IMPase blocker, potentiated with lithium. CHO-M1 cells, IP1 TR-FRET (IP-One), carbachol + lithium. Potency, µM (top dose mostly 59.4 µM), inactives show top-dose activity, negative = IMPase inhibition, actives largely listed as inhibitors. hit rate 0.35% among 210,000. AID 1457;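 also: IP1 builds up when IMPase is blocked and the TR-FRET signal falls; potency is read from the fitted curve at half-maximal effect; plate controls were basal vehicle for no effect and high inhibitor control for full effect; nearly all actives have a fitted effect of over 50% in size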
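Lithium-sensitised IP1 accumulation assay; M1-expressing CHO cells treated 30 min at 37C with compound. Competitive antibody detection by time-resolved FRET followed a 10 min room-temperature lysis step.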
KinaseGlo FLuc: blocks Kinase-Glo luciferase, a counter-screen artifact; Q27757; Kinase-Glo luciferase, ATP luminescence, 8 min; Potency, µM (top dose mostly 38.3 µM), for inactives: at the top dose activity change, negative = inhibition, hits mostly inhibitors; hit rate 0.28% among 200,000; AID 1379; also: potency is read from the fitted curve at half-maximal effect; % is scaled to controls: 0 for no effect and ±100 for the full control effect; nearly all actives have a fitted effect of over 60% in size
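Light output from Kinase-Glo luciferase with luciferin and 10 uM ATP in 50 mM imidazole pH 7.2, KCl, MgCl2, Tween 20, BSA; compound pin-delivered, 8-min ambient incubation, then luminescence read.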
Epigenetic derep: derepresses silenced GFP reporter in murine cells | Potency, µM (series often up to 53.9 µM), for the others: at the top dose GFP activation, usual class: activators | murine LDR cells, GFP reporter derepression, 30 h | AID 1865 | hit rate 0.2% among 280,000; also: potency is read from the fitted curve at half-maximal effect; % of control where 0% means no effect; nearly all actives have a fitted effect of over 60% in size
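In this reporter-derepression format, murine cells bearing a silenced integrated CMV-GFP locus incubate with test compound (30 h, 37 C), then are washed and imaged; fluorescent objects of 20–120 um count as induced cells.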
NPSR antag: neuropeptide S receptor (human) antagonism, cAMP. Q6W5P4. CHO-NPSR cells, cAMP TR-FRET, antagonist mode. Potency, µM (doses to about 38.3 µM), without a hit: at the highest dose activity change, negative = inhibition, actives largely listed as inhibitors. hit rate 1% among 220,000. AID 1461; also: potency is read from the fitted curve at half-maximal effect; % is scaled to controls: 0 for no effect and ±100 for the full control effect; nearly all actives have a fitted effect of over 50% in size; many of its hits are not listed in these tables
Lamin A splicing: changes lamin A minigene splicing in HeLa cells; HeLa LMNA splicing GFP/RFP minigene ratio, 48 h; AID 1487; hit rate 0.01% among 200,000; Potency, µM (doses to about 46.1 µM), without a hit: at the top dose ratio change, negative = inhibition, most hits filed as inhibitors; active = well fitted inhibition curve with a large enough effect in the signal ratio, with a control signal flat, not every such curve was filed as active; inconclusive = small, poorly fitted or top-dose-only effect, or effect the other way, or a change in a side signal; the % refers to the signal ratio; also: potency is read from the fitted curve at half-maximal effect; % is scaled to controls: 0 for no effect and ±100 for the full control effect
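S3 HeLa cells stably expressing lamin A-EGFP splicing minigene plus DsRed2, 600 cells/well, 48 h compound exposure at 37C. Laser-scanning cytometry; analysed as GFP (500-530 nm)/RFP (575-640 nm) total intensity ratio; 0.5% DMSO vehicle.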
CBFb-RUNX1 inh: CBF-beta/RUNX1 interaction disruption. AlphaScreen CBFb-His/RUNX1-biotin binding, biochemical. Potency, µM (series often up to 59.8 µM), for the others: top-dose activity, negative = inhibition, most hits filed as inhibitors. 230,000 tested, under 10 active; also: % of control where 0% means no effect
Target sequence (Q01196 whole entry, looked up): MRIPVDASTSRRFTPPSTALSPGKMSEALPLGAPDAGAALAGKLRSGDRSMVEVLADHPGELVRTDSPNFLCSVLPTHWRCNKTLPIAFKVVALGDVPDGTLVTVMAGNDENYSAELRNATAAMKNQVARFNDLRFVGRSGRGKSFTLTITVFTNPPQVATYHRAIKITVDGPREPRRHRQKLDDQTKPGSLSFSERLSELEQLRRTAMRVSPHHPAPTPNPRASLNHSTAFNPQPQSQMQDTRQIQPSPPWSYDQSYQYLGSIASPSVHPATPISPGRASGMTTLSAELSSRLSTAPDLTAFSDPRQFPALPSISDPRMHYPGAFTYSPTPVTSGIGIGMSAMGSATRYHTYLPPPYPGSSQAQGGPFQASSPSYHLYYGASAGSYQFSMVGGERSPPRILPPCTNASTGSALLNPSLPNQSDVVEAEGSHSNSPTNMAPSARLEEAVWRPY
Target sequence (Q13951 whole entry, looked up): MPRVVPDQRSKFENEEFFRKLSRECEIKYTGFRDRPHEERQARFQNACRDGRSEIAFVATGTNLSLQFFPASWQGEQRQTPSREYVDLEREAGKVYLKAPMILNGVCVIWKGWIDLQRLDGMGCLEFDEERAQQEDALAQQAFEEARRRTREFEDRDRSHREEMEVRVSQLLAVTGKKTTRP
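Room-temperature protein-protein interaction test with 30 nM each of His-tagged CBF-beta and biotinylated RUNX1, 15 min with compound, then 90 min with nickel plus streptavidin beads. Signal read in AlphaScreen mode.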
Active calls of the source: *; ? = inconclusive; / = no result given; [ ] = dose if it differs, or a comment. Unless noted, calls follow the shape of the dose curve; as a rule, active = well fitted curve in the direction sought with a large enough effect; inconclusive = small, poorly fitted or top-dose-only effect, or another doubt; inactive = no such curve, though single readings can be large; an effect the other way counts as inactive or inconclusive.

compound | NPSR antag | aGal spleen mod | IMPase Li cell | Epigenetic derep | CBFb-RUNX1 inh | Lamin A splicing | KinaseGlo FLuc
CNC(=O)c1nnc(Cc2ccc(Cl)cc2)o1 | -13%[46.1 µM] | -2% | -14%[38.3 µM] | -2.9% | -2% | -3% | 7%
O=C(COC(=O)c1c2ccccc2cc2ccccc12)NCC(F)(F)F | -13% | 11% | -15% | 0.0% | ? | -7% | -2%
O=C(Cc1ccccc1[N+](=O)[O-])N1CCN(c2ccc(F)cc2)CC1 | 7% | 2% | -5% | -0.5% | 2% | / | -3%
CCC(C)(C)NC(=O)Cc1ccc(C)cc1 | -11%[46.1 µM] | -3% | -4%[38.3 µM] | 0.0% | -24% | 8% | -3%
COc1cccc(CC2(CO)CCN(Cc3cn(C)nc3C)CC2)c1 | -28% | 3% | -11% | -2.2% | -1% | / | 1%
COc1ccc(S(=O)(=O)Nc2ccc(Oc3ncccn3)c(Cl)c2)cc1 | -12%[46.1 µM] | -7% | 21%[38.3 µM] | 13% | 6% | -16% | -4%
CC(=O)OCC(=O)[C@@]12OC(C)(C)O[C@@H]1C[C@H]1[C@H]3C[C@H](F)C4=CC(=O)C=C[C@@]4(C)[C@]3(F)[C@H](O)C[C@@]12C | / | -6%[29.1 µM] | -6% | 2.4%[16.9 µM] | -3%[21.7 µM] | ? | 1%[17.1 µM]
CCS(=O)(=O)Nc1cccc(C2=NN(S(=O)(=O)CC)C(c3ccccc3)C2)c1 (configuration not stated) | -19% | -4% | 4% | 1.2% | -4% | / | 1%
CCSc1nnc(NC(=O)C2CCN(S(=O)(=O)c3ccccc3C(F)(F)F)CC2)s1 | -20% | 5% | 3% | 1.9% | 3% | ? | -1%
COc1cc2c(cc1O)C(Cc1ccc(O)cc1)N(C)CC2 (configuration not stated) | / | -4% | -10% | 1.0% | / | -4% | 1%
CCCCN=C(N)/C(C(=O)OCC)=C(\O)c1ccc(OC)cc1 | 2%[46.1 µM] | 2% | / | 2.2% | 2% | -1% | /
c1ccc2c(c1)COC(CN1CCCCC1)OC2 | -6% | 0% | 10% | -4.0% | 0% | ? | -1%
Cc1cc(Nc2ccccc2)n(CCOC(=O)COc2ccccc2)n1 | -26%[46.1 µM] | 2% | 33%[activator][38.3 µM] | -5.7% | 2% | 4% | 5%
Cc1ccc(S(=O)(=O)Nc2ccccc2-c2ccccc2NS(=O)(=O)c2ccc(C)cc2)cc1 | -10%[46.1 µM] | 3% | 2%[38.3 µM] | 3.2% | -8% | ? | 8%
COc1ccc(-c2cc(C(F)(F)F)n3nc(C(=O)N(C)Cc4ccccc4)cc3n2)cc1OC | ? | -8% | 9% | 3.7% | 2% | / | 2%
Cn1c(C(=O)NCCCN2CCCCC2)cc2sccc21 | 1%[46.1 µM] | 4% | -6%[38.3 µM] | -2.1% | 0% | ? | -3%
O=C(c1cccc(F)c1)N1CCC[C@@]2(CCN(c3ccccn3)C2)C1 | / | 2% | 8% | / | / | / | -1%
CCOC(=O)c1ccc(NC(=O)C2CC(=O)Nc3nc4ccccc4n32)cc1 (configuration not stated) | 13% | 2% | 0% | 0.0% | 6% | -6%[9.22 µM] | -2%
N#CC1=C(SCC(=O)Nc2ccccc2)NC(=O)CC1c1ccc(O)cc1 (configuration not stated) | -9%[46.1 µM] | 3% | 4%[38.3 µM] | 0.0% | 0% | -6% | 0%
Nc1nc(C2CCOCC2)cs1 | 14% | 1% | / | 2.1% | 5% | / | /
CN(C)c1cccc(C(=O)OCC(=O)Nc2ccccc2Cl)c1 | -13% | 20% | 10% | 4.8% | 23% | -9%[46 µM] | 1%
Cc1cccc(-c2nc(NCCCN3CCOCC3)c3ccccc3n2)c1 | -13%[46.1 µM] | 3% | 45%[activator][38.3 µM] | 7.2% | 2% | 3% | -2%
CN1CCN(c2ncc3nc(-c4cc(F)cc(F)c4)c(=O)n(C4CC4)c3n2)CC1 | / | 18% | 1% | / | / | 10% | /
CSc1nc(-c2ccccc2)ccc1C(N)=O | 4%[46.1 µM] | -7% | 21%[38.3 µM] | 1.1% | 1% | 0% | 0%
CCOC(=O)N1CCC(NC(=O)CCN2C(=O)COc3ccccc32)CC1 | -11%[46.1 µM] | -1% | 21%[38.3 µM] | -4.8% | 6% | -7% | 1%
COCCCNCC1C(Oc2ccc(Cl)cc2)C(=O)N1c1ccccc1C (configuration not stated) | 8% | -2% | 6% | 0.0% | -8% | ? | 0%
CC1CCCC(C)N1C(=S)SCC(=O)O (configuration not stated) | 7% | -7% | -1% | -0.3% | 6% | -4%[46 µM] | 0%
CCC(C)NCCOCCOc1ccccc1-c1ccccc1 (configuration not stated) | 2%[46.1 µM] | -3% | 21%[38.3 µM] | 0.0% | 4% | -8% | 4%
Cc1noc(C)c1COc1ccc(C(=O)O)cc1 | -16% | 7% | 6% | 0.0% | 3% | 5%[46 µM] | -1%
O=C(CCn1cccc1)Nc1ccc(OC(F)(F)F)cc1 | 4% | 4% | -1% | 7.2% | 2% | / | 3%
COc1ccc(Cl)cc1Nc1nc(NCCO)nc(N2CCCC2)n1 | 3%[46.1 µM] | 3% | 7% | -8.3% | 12% | -12% | 1%
O=C(CCCCCNc1nc(=S)[nH]c2ccccc12)NCc1ccccc1Cl | ? | -13% | 12% | -0.2% | 0% | ? | 4%
CCOc1ccc(C(=O)Nc2cc(C)on2)cc1 | -22%[46.1 µM] | 6% | -20%[38.3 µM] | -5.0% | -2% | 25% | -23%
Cc1cc(OCC(=O)O)c2ccccc2n1 | -7%[46.1 µM] | -8% | -9%[38.3 µM] | -0.2% | 6% | 0% | -1%
CN(Cc1cccc(-n2cccn2)c1)C(=O)CCc1nnc(C2CCCCC2)o1 | 5% | -4% | 2% | -1.0% | 3% | ? | -4%
O=C(CN1c2cccc3cccc(c23)S1(=O)=O)N1CCOCC1 | -6%[46.1 µM] | 2% | -8%[38.3 µM] | 3.2% | 1% | 1% | -1%
COc1cc(OC)c(C2=NOC(C(=O)N3CCCc4ccccc43)C2)cc1Cl (configuration not stated) | -6%[46.1 µM] | 13% | 47%[activator][38.3 µM] | -0.1% | -17% | -5% | -3%
O=C(CSCc1ccccc1)N1CCN(c2ccc(F)cc2)CC1 | -11%[46.1 µM] | -5% | -1%[38.3 µM] | -1.1% | 6% | ? | -3%
Cc1c(NC(=O)C(C)Oc2ncnc3ccccc23)c(=O)n(-c2ccccc2)n1C (configuration not stated) | 9%[46.1 µM] | 0% | 10%[38.3 µM] | -0.8% | 3% | 3% | -2%
CCOC(=O)CNc1ccc(OC(F)(F)F)cc1 | -15% | -15% | / | 1.1% | 13% | 4%[46 µM] | /
CCOCCCNCc1ccc(Cl)cc1 | 13% | 8% | -3% | -1.1% | -3% | -8% | 1%
Cc1nc2cc(NC(=O)CCS(=O)(=O)c3ccccc3)ccc2s1 | -44% | -8% | 39%[activator] | -1.0% | -1% | -8% | 1%
COc1ccc(CCNC(=O)COc2ncnc3ccccc23)cc1 | 3% | -10% | 2% | -0.2% | -4% | -8%[46 µM] | -2%
COc1cc(Br)cc(/C=N/NC(=O)Cc2ccc(C(F)(F)F)cc2[N+](=O)[O-])c1O | 6% | -3% | 11% | -1.0% | 2% | ? | 2%
Nc1nc(N)c2c(ccc3nccc32)[nH]1 | -19% | 17% | / | -0.3% | 7% | / | /
Cc1c(C(N)=O)sc(N)c1C(=O)OC(C)C | 23%[46.1 µM] | 6% | -4%[38.3 µM] | 0.0% | 1% | 15% | -3%
Cc1nc(N)sc1-c1csc(Nc2ccccn2)n1 | -14%[46.1 µM] | 1% | -8%[38.3 µM] | 0.3% | ? | 12% | -7%
Cc1ccc(N2C(=O)C3ON(c4ccccc4)C(c4ccncc4)C3C2=O)c(C)c1 (configuration not stated) | ? | 13% | 0%[38.3 µM] | 0.8% | -7% | 7% | -1%
O=C(CSc1ncc(S(=O)(=O)c2ccccc2)c(=O)[nH]1)Nc1ccccc1Cl | 6% | -2% | / | 0.0% | 5% | / | /
CCCN(CCC)CCCNc1ccc2nnc(-c3ccc(F)cc3)n2n1 | -8%[46.1 µM] | -16% | 56%[activator][38.3 µM] | -0.8% | 6% | -11% | -2%
CNc1nc2c(Cl)cc(Cl)cc2s1 | 4%[7.67 µM] | -2% | / | 1.1% | 1% | / | /
CC(=O)N1CCN(Cc2nc3cc(NC(=O)c4cccc(Br)c4)ccc3n2C)CC1 | 5% | 14% | / | 4.3% | 10% | / | /
c1ccc(CNc2oc(-c3ccccc3)nc2-c2cccc3ccccc23)cc1 | / | 5% | 21% | -1.1% | -8% | / | -2%
COc1cc(-c2cccc([C@H]3[C@@H]4C=CC[C@@H](C)[C@@H]4C(=O)N3Cc3ccccc3)c2)cc(OC)c1OC | / | -6% | 18% | -0.6% | -8% | / | 2%[39.9 µM]
O=C(/C=C/c1cccc2ccccc12)NCCC1=CCCCC1 | -15%[46.1 µM] | 10% | -4%[38.3 µM] | -0.3% | 8% | 13% | -4%
COCCCN(C)C1CCN(C(=O)Nc2ccc(F)cc2)CC1 | 3%[46.1 µM] | -11% | 26%[38.3 µM] | 0.0% | -12% | -12% | 1%
CCc1ccccc1OCCCCCNCCO | 12%[46.1 µM] | 4% | -6%[38.3 µM] | -8.6% | -1% | -18% | -4%
COCCn1c(=O)[nH]c2cc(C(=O)NCc3cccnc3)ccc2c1=O | -4%[46.1 µM] | ? | 27%[38.3 µM] | -6.3% | 8% | -14% | 2%
Cc1cnn(-c2cc(N/N=C/c3cccc(F)c3)ncn2)c1 | 27% | 10% | 3% | 0.0% | -2% | -3% | -5%
O=C(CN1C(=O)c2cccc3cccc1c23)N1CCN(c2ccc(F)cc2)CC1 | -4%[46.1 µM] | -6% | -7%[38.3 µM] | -0.5% | 2% | 0% | 0%
O=[N+]([O-])c1nn(-c2ccc3c(c2)OCCO3)n(O)c1=NCCCO | -4%[46.1 µM] | -3% | -8%[38.3 µM] | -1.0% | 0% | ? | -2%
CN(C(=O)CCn1c(=S)oc2ccccc21)c1ccc(F)cc1 | -7% | 8% | 0% | 7.2% | 1% | / | 1%

An excerpt; rates above refer to the full screens.
